High-throughput results: PubChem, several laboratories
KLK7 zymogen act: activators of human kallikrein-7 zymogen | actives 0.9% (n = 370,000) | P49862 | activation, % at 7 µM | purified proKLK7, EDANS-DABCYL substrate fluorescence; 100% is mature enzyme control, 0% vehicle;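 active = activation above the mean of all tested compounds plus 3 SD, computed per campaign excluding outliers beyond control limits, cut at about 13% in these data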
Target sequence (P49862 whole entry, looked up): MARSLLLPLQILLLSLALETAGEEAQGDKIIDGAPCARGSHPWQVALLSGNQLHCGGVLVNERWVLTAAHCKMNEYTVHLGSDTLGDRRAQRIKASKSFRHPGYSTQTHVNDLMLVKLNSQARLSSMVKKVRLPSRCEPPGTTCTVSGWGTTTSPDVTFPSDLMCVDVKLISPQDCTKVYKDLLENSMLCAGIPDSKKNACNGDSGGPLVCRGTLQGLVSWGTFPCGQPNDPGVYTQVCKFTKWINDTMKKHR
GC-B act: GC-B (human) receptor activation. activation, % at 10 µM. HEK293-GC-B cells, CNP EC30, cGMP TR-FRET; 0% at EC30 CNP, 100% saturating CNP. actives 0.11% (n = 370,000). P20594;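 active = activation at 10 µM reaching about 35% in either raw or pattern-adjusted values, limit read from the data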
ssDAF-12 act: S. stercoralis DAF-12 activation, primary screen | HEK293 ssDAF-12/GRIP1 lit1-tk-luc reporter, luminescence; % of 3 µM dafachronic acid response | activation, % at 6.8 µM | actives 1% (n = 370,000);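 active = activation above the mean over all tested compounds plus 3 SD, cut at about 0.9% in these data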;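 note: 0% = DMSO-only wells and 100% = 3 µM delta7-dafachronic acid wells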
GC-A act: GC-A (human) enzyme activation; HEK293 GC-A cells, cGMP TR-FRET, EC30 ANP; 0% at EC30 ANP, 100% saturating ANP; activation, % at 10 µM; actives 0.14% (n = 370,000); P16066; in the data active = activation above about 40%
hgDAF12 agonist: activates the H. glycines DAF-12 receptor ligand-binding domain; activation, % at 6.8 µM; actives 1.8% (n = 370,000); HEK293 GAL4-hgDAF12 UAS-luciferase reporter, agonist luminescence; normalized to butyrate control; AID 687014;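 active = activation above a cutoff set at the mean of all screened compounds plus 3 SD, cut at about 10% in these data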;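 note: 0% = DMSO wells and 100% = sodium butyrate wells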
SMARCA2 act: SMARCA2 function activation, primary screen. MG213 cells, MMTV-luciferase reporter, dexamethasone, overnight. activation, % at 9.1 µM. actives 1% (n = 370,000). AID 652017; in the data active = activation above about 7.8%;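 note: 0% = vehicle wells and 100% = reference activator wells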
DAX1 inh-1: DAX1 (NR0B1) inhibition, primary screen | HEK293T StAR-luciferase reporter, SF-1/DAX-1 repression relief | inhibition, % at 6.8 µM | actives 1.1% (n = 370,000) | AID 652010;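 active = inhibition above the mean over all tested compounds plus 3 SD, cut at about 3.6% in these data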;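 note: 0% = DAX-1 cells with DMSO and 100% = cells lacking DAX-1 with DMSO; higher inhibition means more luminescence from relief of DAX-1 repression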
hcDAF-12 act: activates DAF-12 receptor from parasite H. contortus; HEK293 hcDAF-12 lit1-tk-luc reporter, luminescence; 0% DMSO, 100% Δ7-dafachronic acid; activation, % at 6.8 µM; actives 1.4% (n = 370,000); AID 652067;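 active = activation above the mean of all tested compounds plus 3 SD, cut at about 5.5% in these data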;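 note: 100% = response to 3 µM Δ7-dafachronic acid high control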
DAX1 inh-2: inhibits human nuclear receptor DAX1 | HEK293 Gal4-DAX1 luciferase reporter, luminescence | inhibition, % at 6.75 µM | actives 0.99% (n = 340,000) | AID 504766;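 active = inhibition above the mean over all tested compounds plus 3 SD, cut at about 4.2% in these data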;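 note: 0% = DAX1-transfected cells with DMSO and 100% = empty-vector control cells with DMSO; inhibition shows as a rise in luminescence from relieved DAX1 repression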
Target sequence (P51843 207-470 limits assumed): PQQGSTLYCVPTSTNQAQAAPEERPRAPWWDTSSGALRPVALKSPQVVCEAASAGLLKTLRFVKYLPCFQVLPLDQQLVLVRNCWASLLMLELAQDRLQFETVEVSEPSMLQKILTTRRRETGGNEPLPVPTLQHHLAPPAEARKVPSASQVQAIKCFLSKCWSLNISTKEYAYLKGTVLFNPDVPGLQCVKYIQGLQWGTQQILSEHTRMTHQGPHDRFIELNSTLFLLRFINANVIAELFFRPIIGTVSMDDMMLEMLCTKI
HGIII-sPLA2 inh: Inhibits HGIII-sPLA2 liposome hydrolysis, primary screen; QFRET BODIPY PC-A2 liposome hydrolysis, fluorescence; Q9NZ20; inhibition, % at 12.2 µM; actives 0.56% (n = 370,000);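 active = inhibition above mean plus 3 SD of compounds lying within the high and low control bounds, cut at about 19% in these data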;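 note: 0% = median of test compound wells and 100% = no enzyme DMSO wells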
Target sequence (Q9NZ20 whole entry, looked up): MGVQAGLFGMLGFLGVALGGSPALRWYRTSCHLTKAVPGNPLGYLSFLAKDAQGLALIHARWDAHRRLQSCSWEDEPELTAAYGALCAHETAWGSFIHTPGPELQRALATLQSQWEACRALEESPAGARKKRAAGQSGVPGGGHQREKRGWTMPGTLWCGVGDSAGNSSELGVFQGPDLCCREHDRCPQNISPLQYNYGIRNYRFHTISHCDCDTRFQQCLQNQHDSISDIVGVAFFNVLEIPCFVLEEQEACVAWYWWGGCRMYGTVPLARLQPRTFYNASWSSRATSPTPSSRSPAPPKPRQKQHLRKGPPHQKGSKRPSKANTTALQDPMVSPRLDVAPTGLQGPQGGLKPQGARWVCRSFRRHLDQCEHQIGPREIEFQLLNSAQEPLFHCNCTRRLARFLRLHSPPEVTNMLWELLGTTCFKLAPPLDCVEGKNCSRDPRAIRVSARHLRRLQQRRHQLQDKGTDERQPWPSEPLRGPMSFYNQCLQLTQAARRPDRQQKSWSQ
FXN GAA850 act: increases GAA850 frataxin promoter reporter activity; HEK293 lucGAA850 FXN promoter luciferase reporter, 24 h; percent of 10 µM SAHA response; activation, % at 6 µM; actives 0.56% (n = 360,000);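 active = activation above the average of all compounds screened plus 3 SD, cutoff fixed separately per campaign, cut at about 7.5% in these data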;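 note: 0% = DMSO wells and 100% = 10 µM SAHA wells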
An asterisk follows results filed as active; / = not tested or not shown. Random draw from the library. About 6.7% of those tested had a hit in this group.

The first 9 records (preview)
SMILES	KLK7 zymogen act	GC-B act	ssDAF-12 act	GC-A act	hgDAF12 agonist	SMARCA2 act	DAX1 inh-1	hcDAF-12 act	DAX1 inh-2	HGIII-sPLA2 inh	FXN GAA850 act
CNC(=O)CN(c1ccc2c(c1)OCCO2)S(C)(=O)=O	-0.7	2	-0.9	2	1.4	-2	0.2	-0.1	2.4	6	1.2
COC(=O)C1=C(C)N=c2s/c(=C/c3cccs3)c(=O)n2C1c1ccc(F)cc1 (stereo unspecified)	-0.5	7	-1.2	-2	0.9	-1	0.0	-0.4	-0.2	3	-2.4
N#Cc1ccc(/C=C2\CC3(OC(=O)c4cccc(F)c4)CCCN2C3)cc1 (stereo unspecified)	-0.1	-5	-1.6	-2	1.9	-2	-1.5	-0.7	/	-4	/
CCN(CC)C(=O)c1ncn(C)c1C(=O)N(CC)CC	0.2	5	-1.2	-3	0.2	0	-0.8	0.1	-0.3	5	-0.3
Cc1cc(S(=O)(=O)N2CCOCC2)ccc1OCC(=O)Nc1ccc(F)c(Cl)c1	0.1	-2	-0.9	-6	1.3	-2	-0.2	2.4	0.2	4	0.0
C/C(=N/NS(=O)(=O)c1ccc(C)cc1C)c1c[nH]c2ccccc12	0.6	2	0.1	2	0.9	-1	-1.6	2.5	2.8	0	0.0
CCOC(=O)c1ccc(C(=O)NNC(=O)C2C3C=CC(C3)C2C(=O)O)cc1 (stereo unspecified)	-34	1	-0.9	3	4.2	-2	0.9	2.4	-1.3	4	2.3
COc1ccccc1C(=O)NC(CCSC)C(=O)OCC(=O)N1CCCC1=O (stereo unspecified)	-0.6	3	-1.2	0	0.7	-1	-0.3	1.2	-0.1	10	-1.2
CCC(=O)N1CCc2cc(S(=O)(=O)CCC(=O)N3CCCC(C)C3)ccc21 (stereo unspecified)	-0.4	3	-1.2	-1	-1.2	-1	-0.5	-0.7	0.9	7	0.0

All compounds of this part, from the first entry:
SMILES	KLK7 zymogen act	GC-B act	ssDAF-12 act	GC-A act	hgDAF12 agonist	SMARCA2 act	DAX1 inh-1	hcDAF-12 act	DAX1 inh-2	HGIII-sPLA2 inh	FXN GAA850 act
CNC(=O)CN(c1ccc2c(c1)OCCO2)S(C)(=O)=O	-0.7	2	-0.9	2	1.4	-2	0.2	-0.1	2.4	6	1.2
COC(=O)C1=C(C)N=c2s/c(=C/c3cccs3)c(=O)n2C1c1ccc(F)cc1 (stereo unspecified)	-0.5	7	-1.2	-2	0.9	-1	0.0	-0.4	-0.2	3	-2.4
N#Cc1ccc(/C=C2\CC3(OC(=O)c4cccc(F)c4)CCCN2C3)cc1 (stereo unspecified)	-0.1	-5	-1.6	-2	1.9	-2	-1.5	-0.7	/	-4	/
CCN(CC)C(=O)c1ncn(C)c1C(=O)N(CC)CC	0.2	5	-1.2	-3	0.2	0	-0.8	0.1	-0.3	5	-0.3
Cc1cc(S(=O)(=O)N2CCOCC2)ccc1OCC(=O)Nc1ccc(F)c(Cl)c1	0.1	-2	-0.9	-6	1.3	-2	-0.2	2.4	0.2	4	0.0
C/C(=N/NS(=O)(=O)c1ccc(C)cc1C)c1c[nH]c2ccccc12	0.6	2	0.1	2	0.9	-1	-1.6	2.5	2.8	0	0.0
CCOC(=O)c1ccc(C(=O)NNC(=O)C2C3C=CC(C3)C2C(=O)O)cc1 (stereo unspecified)	-34	1	-0.9	3	4.2	-2	0.9	2.4	-1.3	4	2.3
COc1ccccc1C(=O)NC(CCSC)C(=O)OCC(=O)N1CCCC1=O (stereo unspecified)	-0.6	3	-1.2	0	0.7	-1	-0.3	1.2	-0.1	10	-1.2
CCC(=O)N1CCc2cc(S(=O)(=O)CCC(=O)N3CCCC(C)C3)ccc21 (stereo unspecified)	-0.4	3	-1.2	-1	-1.2	-1	-0.5	-0.7	0.9	7	0.0
CCC(=O)Nc1ccc(S(=O)(=O)Nc2nccs2)cc1	0.3	-4	-0.1	1	-0.3	-1	0.6	-0.2	4.3*	5	-0.7
Cc1ccc2c(C)c(C(=O)N3CCC(O)(c4ccccc4)CC3)oc2c1C	0.1	0	-1.2	0	-4.9	-2	-0.1	-3.2	0.3	-14	-0.4
Cc1nn(C)cc1C1C(C#N)=C(N)N(c2ccc(F)c([N+](=O)[O-])c2)C2=C1C(=O)CCC2 (stereo unspecified)	-0.2	1	-1.4	0	-0.6	-4	-0.5	-1.5	-0.6	-6	-1.8
Cc1nnc2n(-c3ccccc3)c(=O)c3c4c(sc3n12)COC(C)(C)C4	-0.1	-4	-0.6	2	-1.4	-1	-0.9	-1.3	0.4	5	-1.0
CCCCOc1ccc(NC(=O)C(=O)NCCC2=CCCCC2)cc1	0.4	5	0.2	-3	-2.2	-4	-0.3	-2.1	2.4	-4	-0.8
O=C(NNc1nc(-c2ccccc2)cs1)c1ccco1	-0.4	2	-0.1	0	-1.8	2	-0.3	1.3	-0.5	27*	1.4
CCC1(C(=O)c2ccccc2)C2c3cc(Br)ccc3OC(=O)C21C(=O)N1CCOCC1 (stereo unspecified)	0.2	10	-1.6	-1	-0.7	-1	-0.7	-0.2	0.2	-16	-1.9
O=C(NCC(c1ccco1)N1CCCC1)c1ccccc1Sc1ccc(C(F)(F)F)cc1[N+](=O)[O-] (stereo unspecified)	1.0	-7	1.1*	-11	1.6	-1	0.3	2.1	0.2	0	-1.9
COc1cc(N)c2ncccc2c1OC	4.4	-3	0.4	-9	-4.8	-2	-4.7	1.5	-0.6	7	0.4
COc1ccc2nc(/C=N/NC(=O)[C@H](CCSC)NC(=O)OC(C)(C)C)ccc2c1	-3.3	-3	-1.5	-3	-0.7	-4	-0.7	-1.0	-0.9	0	2.0
COc1ccc(-c2nnc3ccc(SCC(=O)Nc4cc(C)on4)nn23)cc1OC	-0.2	1	-1.9	-2	4.0	-2	-0.2	0.7	0.2	-1	-0.2
CC(C)CCNC(=O)c1ccc2c(c1)ncn2C1CCCCC1	-0.2	-7	-1.6	5	2.6	0	-0.5	-1.4	0.7	-5	-0.1
O=C(CCc1nc2ccccc2s1)c1ccccc1	-0.2	4	-1.1	1	2.6	3	0.6	-0.4	1.7	-10	2.5
O=C(CCSCc1cccc(Cl)c1)NC1CCCC1	-0.3	6	-1.1	2	-1.5	0	-0.5	-2.4	0.1	6	2.6
Oc1cc(O)c2c(c1)O[C@H](c1ccc(O)c(O)c1)[C@@H](O)C2	7.3	8	-1.6	0	-1.0	2	-0.1	-2.0	0.3	0	4.5
COC(=O)CSc1nnc(CNC(=O)c2ccccc2F)n1-c1ccccc1	-0.4	5	-1.7	1	-1.6	-3	-0.8	-0.3	1.4	4	-0.3
O=C(NCc1ccco1)/C(=C/c1cccc([N+](=O)[O-])c1)NC(=O)c1ccco1	-0.3	2	-1.1	3	-3.8	0	0.7	-0.8	-0.5	14	1.3
CC1CCC(C(=O)NC(C(=O)NCCCN2CCOCC2)C(C)C)CC1 (stereo unspecified)	-0.3	-1	-1.8	0	0.8	3	-0.5	-1.5	-0.8	5	0.6
CCOC(=O)C1CCCN(CC(O)COC(c2ccccc2)c2ccccc2)C1 (stereo unspecified)	0.0	-6	-1.1	-5	-2.5	-3	0.4	-0.6	1.1	2	1.2
CCN(CC)S(=O)(=O)c1ccc(C(=O)NNC(=O)c2cccs2)cc1	-0.4	6	-1.0	4	-0.8	11*	-0.6	0.1	0.6	-9	3.5
O=C(NCc1ccccc1)c1c(F)c(F)c(F)c(F)c1F	0.3	4	-0.6	1	1.4	5	-0.1	-0.9	0.6	6	-1.8
CCOc1ccc(C(=O)n2cc(C(=O)OC)c3ccccc32)cc1OCC	0.9	5	-1.8	1	-2.9	-1	-0.1	-0.2	2.9	-5	0.8
CC(=O)N1CCN(C(=O)c2ccc3c(c2)OCCO3)CC1	0.6	4	-0.8	1	1.4	3	0.0	1.6	1.6	-2	-0.6
O=C(NC1CC1)c1cccc(NC(=O)C2CCN(S(=O)(=O)c3ccccc3C(F)(F)F)CC2)c1	0.4	0	-1.4	0	-1.2	-4	-0.7	-0.2	-1.0	4	0.7
O=C(COc1ccc(Cl)cc1)NNC(=O)c1cccnc1	-0.2	7	-1.3	-2	-4.3	-5	-0.2	-0.7	-0.5	3	2.5
Clc1nccc(NCc2ccccc2)n1	0.2	1	-1.9	3	2.3	-4	0.1	-2.8	1.8	2	1.4
Cc1ccccc1NC(=O)Cn1cnc2c(oc3nc4c(cc32)COC(C)(C)C4)c1=O	0.0	1	-0.7	-2	0.4	-2	-0.4	-1.1	1.0	9	-0.8
Cc1c(C(c2ccc(O)cc2)c2c(C)n(C)n(-c3ccccc3)c2=O)c(=O)n(-c2ccccc2)n1C	-0.1	3	-1.3	2	4.0	2	0.3	-1.8	/	1	2.6
CCOc1ccc(NC(=O)CN(C)C(=O)c2ccc(OCc3ccccc3)c(OC)c2)cc1OCC	0.9	-6	-1.1	0	-2.5	7	0.7	0.3	-0.9	-9	1.1
CC(NC(=O)c1ccco1)C1CCCO1 (stereo unspecified)	0.1	-3	-1.6	3	-3.0	-4	0.0	-1.8	-0.6	5	0.6
CC(C)COP(=O)(c1ccc(N(C)C)cc1)C(Nc1ccccc1)c1ccccc1 (stereo unspecified)	0.1	-20	-1.1	-22	-1.6	-5	-0.2	-1.2	1.1	10	2.3

Single entries from the list.
Oc1cc(O)c2c(c1)O[C@H](c1ccc(O)c(O)c1)[C@@H](O)C2 – GC-A act = 0
O=C(CCc1nc2ccccc2s1)c1ccccc1 – FXN GAA850 act = 2.5

More records:
SMILES	KLK7 zymogen act	GC-B act	ssDAF-12 act	GC-A act	hgDAF12 agonist	SMARCA2 act	DAX1 inh-1	hcDAF-12 act	DAX1 inh-2	HGIII-sPLA2 inh	FXN GAA850 act
Cc1cccc(-c2nnc(SCCOc3ccc4c(C)cc(=O)oc4c3)o2)c1	0.1	-6	-1.3	-2	1.3	1	-0.3	-1.6	-0.9	7	2.0
O=S(=O)(c1ccc(F)cc1)N1CCN(c2ncccn2)CC1	0.5	2	-1.7	-4	0.8	-3	1.0	-0.5	-0.6	0	2.1
CC(C)c1nc2sc3c(=O)n(N)cnc3c2c2c1COC(C)(C)C2	-0.1	-6	-1.3	2	0.2	2	-0.2	-2.5	-0.6	-1	4.6
Cc1ccc(C2=NS(=O)(=O)N(C)C(C(=O)NC3CCCC3)=C2)cc1	0.3	2	-1.0	0	-0.6	-2	-1.1	1.2	-1.1	1	-0.6
Cc1nc(SCC(=O)NC(=O)NCc2ccco2)nc(C)c1C	0.0	-2	-0.7	-3	0.0	4	-0.1	-1.6	-1.0	2	0.0
O=c1[nH]cnc2c1c(-c1ccccc1)cn2-c1ccccc1	0.2	-2	-1.5	-2	-1.3	0	0.0	0.2	-0.5	-4	3.0
